# mIAP activ: mouse IAP activation | muIAP, CDP-Star luminescence, 30 min; stronger effect = higher value; 1 = vehicle-only enzyme signal, 0 = enzyme-free wells | activation factor at 10 µM | 0.24% of 330,000 active;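 active means activation factor of at least 2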; further: the source names both 10 and 20 µM as test concentration; values of inactives mirror those of a sister screen read the other way
#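 also added = chemiluminescent substrate CDP-Star | test system = mouse IAP enzyme | signal = chemiluminescence readout | compound = DMSO-dissolved test compounds | incubation = 30 min at room temperature | benchmarks = DMSO wells, no-enzyme wells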
# MPTP block: permeability transition pore inhibition; inhibition, % at 10 µM; 1.4% of 360,000 active; isolated mouse mitochondria, Ca2+ swelling absorbance, 30 min;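 active means inhibition of 50% or more, scaled per plate between neutral and stimulator controls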;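 further: 0% = DMSO wells given calcium and 100% = 1 mM EGTA wells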
# beta cell repl: inducers of beta-cell replication in MIN6 cells | MIN6 cells proliferation, ATPlite luminescence, 48 h; cells starved in 0.2% serum; 100% = growth in 10% serum | proliferation, % at 10 µM | 0.29% of 330,000 active;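 active means compounds whose signal lies at least 3.5 SD above the mean of all wells on their plate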;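 further: 0% = DMSO-treated cells in low-serum medium and 100% = 10% serum control; some compounds called inactive have numbers as strong as hits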
# hIAP activ: human IAP activation. P09923. purified human IAP, CDP-Star luminescence, 30 min; stronger effect = higher value; 1 = vehicle-only enzyme, 0 = enzyme-free background. activation factor at 10 µM. 0.16% of 330,000 active;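 active means activation factor of the enzyme at least 2-fold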; further: the source names both 10 and 20 µM as test concentration; values of inactives mirror those of a sister screen read the other way
# Target sequence (P09923 whole entry, looked up): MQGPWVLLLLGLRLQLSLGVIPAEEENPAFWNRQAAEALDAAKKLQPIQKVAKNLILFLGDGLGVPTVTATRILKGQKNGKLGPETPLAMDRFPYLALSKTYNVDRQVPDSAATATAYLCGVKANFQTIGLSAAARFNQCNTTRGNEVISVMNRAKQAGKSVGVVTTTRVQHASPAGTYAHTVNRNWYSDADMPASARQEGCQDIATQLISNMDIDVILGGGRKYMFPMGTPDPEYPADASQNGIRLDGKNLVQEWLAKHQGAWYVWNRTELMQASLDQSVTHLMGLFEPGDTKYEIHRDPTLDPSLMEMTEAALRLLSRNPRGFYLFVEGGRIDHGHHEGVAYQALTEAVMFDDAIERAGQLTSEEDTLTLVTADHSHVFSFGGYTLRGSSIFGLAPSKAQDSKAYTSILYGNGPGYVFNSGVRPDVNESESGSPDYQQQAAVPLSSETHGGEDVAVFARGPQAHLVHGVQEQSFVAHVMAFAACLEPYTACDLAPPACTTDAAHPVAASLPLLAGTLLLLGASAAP
# mIAP inh: mouse IAP inhibition; purified mouse IAP, CDP-Star luminescence, 30 min; inhibition, % at 10 µM; 0.2% of 330,000 active;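 active means inhibition of at least 40% at 10 µM in the primary screen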;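 further: plate controls were DMSO with enzyme for no effect and no enzyme wells for full effect; values of inactives mirror those of a sister screen read the other way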
# hIAP inh: human IAP inhibition. purified IAP, CDP-Star luminescence, 30 min. 0.12% of 330,000 active. P09923. inhibition, % at 10 µM. AID 2544;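 active means inhibition reaching a set limit with compound at 10 µM in the primary screen, cut at about 35% in these data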;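 further: plate controls were DMSO wells with enzyme for no effect and no-enzyme buffer wells for full effect; values of inactives mirror those of a sister screen read the other way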
# APOBEC3G inh: inhibitors of human APOBEC3G DNA deaminase | recombinant A3G, ssDNA deamination FAM/TAMRA fluorescence | inhibition, % at 20 µM | 0.28% of 330,000 active;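 active means inhibition of at least 40% at 20 µM, with no more than 30% in the related APOBEC3A deaminase screen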;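 further: plate controls were DMSO wells with A3G for no effect and wells lacking A3G enzyme for full effect; some compounds called inactive have numbers as strong as hits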
# Target sequence (Q9HC16 whole entry, looked up): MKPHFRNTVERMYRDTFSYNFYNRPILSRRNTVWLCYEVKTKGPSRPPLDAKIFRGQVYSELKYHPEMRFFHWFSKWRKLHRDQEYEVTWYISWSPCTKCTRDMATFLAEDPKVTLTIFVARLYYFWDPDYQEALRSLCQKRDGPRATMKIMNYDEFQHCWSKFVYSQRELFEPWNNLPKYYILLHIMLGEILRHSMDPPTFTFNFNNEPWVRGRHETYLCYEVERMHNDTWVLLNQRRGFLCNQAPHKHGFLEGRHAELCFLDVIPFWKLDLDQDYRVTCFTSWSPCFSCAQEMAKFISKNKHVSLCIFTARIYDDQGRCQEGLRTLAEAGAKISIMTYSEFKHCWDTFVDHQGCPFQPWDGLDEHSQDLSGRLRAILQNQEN
# ATG4B inhibitor: blocks human ATG4B protease cleavage of LC3 substrate. Q9Y4P1. ATG4B cleavage of LC3-PLA2, NBD-HPC fluorescence, 1 h. inhibition, % at 8.33 µM. 0.51% of 340,000 active; in the data active means inhibition above about 40%
# APOBEC3A inh: inhibitors of human APOBEC3A DNA deaminase; inhibition, % at 20 µM; P31941; 0.41% of 330,000 active; recombinant A3A, FAM/TAMRA ssDNA deamination fluorescence;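 active means at least 40% inhibition at 20 µM here, with at most 30% in a related deaminase screen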;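 further: plate controls were A3A with DMSO for no effect and wells lacking A3A enzyme for full effect; some results filed as inactive read as strong as hits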
# Target sequence (P31941 whole entry, looked up): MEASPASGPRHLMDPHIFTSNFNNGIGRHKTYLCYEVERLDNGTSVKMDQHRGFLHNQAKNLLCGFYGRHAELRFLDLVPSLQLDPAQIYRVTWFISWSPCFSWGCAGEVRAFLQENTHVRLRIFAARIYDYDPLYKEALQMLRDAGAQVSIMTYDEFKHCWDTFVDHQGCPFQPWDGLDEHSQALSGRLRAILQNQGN
# The depositor's hits bear a star.
SMILES,mIAP activ,MPTP block,beta cell repl,hIAP activ,mIAP inh,hIAP inh,APOBEC3G inh,ATG4B inhibitor,APOBEC3A inh
Cc1[nH]c2ccccc2c1C(=O)C(=O)N1c2ccccc2CC1C (stereo not drawn),1,-0.8,3,1,0,-1,0,3,9
Cn1nccc1C(=O)Nc1ccc(Cl)cc1,1,-2.4,-2,1,-2,-1,-5,-4,-1
CC(=O)N1N=C(c2ccncc2)OC12CCCCCC2,1,-0.4,-1,1,-1,-4,-1,-16,0
O=C(c1cc2cc([N+](=O)[O-])ccc2oc1=O)N1CCN(c2ncccn2)CC1,1,-1.1,-2,0.89,-1,12,2,12,8
CC(Oc1ccc(F)cc1F)C(=O)/C=C/N(C)C (stereo not drawn),1,0.5,-4,1.1,-3,-10,-1,-4,0
O=C(O)CCc1nn2c3ccccc3n(Cc3ccccc3F)c2nc1=O,1.1,-0.8,-2,0.97,-10,3,0,6,2
CC1CCN(S(=O)(=O)c2cccc(C(=O)N(C)C3(C)CCS(=O)(=O)C3)c2)CC1 (stereo not drawn),1,-2.5,-4,0.92,0,8,-8,-8,-6
CCOC(=O)c1[nH]c2ccc(OCC)cc2c1NC(=O)CN1CCN(c2ccccn2)CC1,0.99,-0.1,0,0.87,1,13,-2,-16,-2
Cc1noc(C)c1S(=O)(=O)N1CCN(c2ccccc2)CC1,1.1,-1.3,2,1,-8,-2,-1,-4,0
CNC(=O)c1cc2c(s1)-c1ccccc1CC2,1.2,0.8,-1,1.2,-19,-18,-7,-14,-6
CN1CCC(OC(c2ccccc2)c2ccccc2)CC1,0.95,1.2,2,0.84,4,16,-5,-3,0
O=S(=O)(c1ccccc1)N1N=C(c2ccc(Cl)cc2)CC1c1ccco1 (stereo not drawn),0.9,0.3,-5,1,10,0,-4,22,-1
O=C(Cn1cnc2ccccc2c1=O)Nc1cccc(S(=O)(=O)N2CCCCC2)c1,1.2,1.8,-3,0.95,-20,5,-7,-4,3
Cc1cccc(C)c1Nc1c(-c2ccccc2O)nc2ncccn12,1,3.7,-3,1.2,-3,-17,-3,7,1
CCCCCCn1nc(C(=O)OCC(=O)NC2CCS(=O)(=O)C2)c2ccccc2c1=O (stereo not drawn),1.1,-0.2,-2,1.2,-10,-16,-5,-14,-3
Cc1cccc(C)c1NC(=S)NNc1ncc(C(F)(F)F)cc1Cl,0.93,0.1,-2,1.5,7,-47,-13,-4,-4
Cc1cc(C)c(S(=O)(=O)N2CCCCCC2)cc1Br,0.97,0.5,-2,0.98,2,2,-6,8,-1
Cc1ccc(SCC(=O)NCc2ccccc2C)cc1,1,1.5,-2,1.1,-4,-9,-1,6,-1
CCCc1cc(=O)[nH]c(/N=C(\N)Nc2ccccc2)n1,0.93,1.4,-4,1.1,7,-12,0,10,0
Cc1ccc(CN2CCSc3ccc(C(=O)N4CCOCC4)cc32)cc1,0.98,-0.3,-1,0.83,2,17,-4,12,-3
COc1ccc(C2(c3ccc(OC)cc3)NC(=O)N(CC(=O)N(C)C3CCC(C)CC3)C2=O)cc1 (stereo not drawn),0.88,-0.3,-4,0.86,12,14,-10,-16,-3
COC(=O)c1cccc(NC(=O)c2ccc3c(c2)C(=O)N(Cc2cccnc2)C3=O)c1,0.95,-1.3,2,0.87,5,13,-9,-6,-2
O=C(CN1C(=O)c2ccccc2C1=O)Nc1sc2c(c1C(=O)NCc1ccco1)CCCC2,1,-0.7,-1,1.1,-1,-9,-1,-4,6
Cc1ccc(C(=O)OCC(=O)Nc2cccc(S(=O)(=O)NC3=NCCCCC3)c2)c(C)c1,1.2,4.0,-2,1.1,-17,-12,-11,-7,1
Cn1c(SCC(=O)Nc2ccccc2)nc2c([nH]c3ccccc32)c1=O,1.1,-1.8,3,0.9,-8,10,-7,-6,1

# Single records (already shown). Values in the order: mIAP activ | MPTP block | beta cell repl | hIAP activ | mIAP inh | hIAP inh | APOBEC3G inh | ATG4B inhibitor | APOBEC3A inh
# Listed for Cc1ccc(SCC(=O)NCc2ccccc2C)cc1 → 1 | 1.5 | -2 | 1.1 | -4 | -9 | -1 | 6 | -1
# Listed for CNC(=O)c1cc2c(s1)-c1ccccc1CC2 → 1.2 | 0.8 | -1 | 1.2 | -19 | -18 | -7 | -14 | -6

# (further entries)
SMILES,mIAP activ,MPTP block,beta cell repl,hIAP activ,mIAP inh,hIAP inh,APOBEC3G inh,ATG4B inhibitor,APOBEC3A inh
COc1ccccc1CNS(=O)(=O)c1cc(C(=O)NCc2ccccn2)c(Cl)cc1Cl,0.94,0.1,-4,1.3,6,-26,-6,2,-4
O=C(CSc1nnc(CNC(=O)c2ccco2)o1)c1ccc(Cl)cc1,0.9,-2.2,-1,0.86,10,14,-7,-6,5
O=C(Nc1nnc(-c2ccc(Cl)s2)o1)C1CCCCC1,0.99,-1.2,-1,0.98,1,2,-5,3,-4
C[C@H](CO)N1C[C@H](C)[C@@H](CN(C)S(=O)(=O)c2cccs2)Oc2ccc(NC(=O)Nc3ccc4c(c3)OCO4)cc2C1=O,2.2*,0.1,0,0.98,-116,2,2,-10,2
C/C(=C/C(=O)Nc1cccc(F)c1)N1CCCC1,1,-0.2,-2,1.1,0,-11,-6,3,-3
COc1ccccc1N1CCN(S(=O)(=O)c2cnc[nH]2)CC1,0.95,-1.8,1,1.1,5,-8,-10,-15,-6
O=[N+]([O-])c1ccc(S(=O)(=O)CC(CN2CCOCC2)N2CCOCC2)cc1 (stereo not drawn),1.1,-2.1,-2,0.95,-6,5,-7,-2,-2
CCc1noc(C)c1C(=O)Nc1ncc(C)s1,1,-0.7,0,0.84,-4,16,-6,-9,-4
CN1CCN(C(=O)c2cnn(-c3ccccc3)c2NC(=O)c2ccccc2F)CC1,1,-4.4,0,1.1,-3,-6,-7,-3,-5
COc1ccc(CNC(=O)CCc2c(C)nc3ncnn3c2C)cc1,0.92,0.9,-1,1.3,8,-26,-4,0,-2
COc1ccc(-c2[nH]c(-c3ccc(SC)cc3)nc2SCC(=O)Nc2nccs2)cc1,0.88,68*,-2,0.93,12,7,0,13,2
Nc1nnc(SCC(=O)c2ccco2)s1,0.9,0.0,-4,0.9,10,10,2,-3,4
O=C(/C=C/c1ccccc1)Nc1cccnc1Oc1ccccc1F,0.91,1.5,-1,1.1,9,-10,-5,2,-2
Cc1cc(NC(=O)C(C)SCC(=O)Nc2nnc(CC(C)C)s2)no1 (stereo not drawn),1,-0.8,2,1,-3,-4,0,0,7
CC(C)Oc1ccc(C(=O)OCC(=O)NC(=O)NC2CCCC2)cc1,1.1,-0.9,0,1.1,-8,-9,-8,9,-4
Cc1cc(C)cc(CC2CC(=O)N(c3cc(C)on3)C2=O)c1 (stereo not drawn),1.1,0.7,-1,1.1,-7,-8,-6,-6,-4
O=C(CCS(=O)(=O)Cc1ccccc1)Nc1ncc([N+](=O)[O-])s1,0.92,-1.1,-7,1,8,0,-3,-1,-2
COc1ccccc1NC(=O)COc1ccc(C(F)(F)F)cc1[N+](=O)[O-],1,1.8,-4,1.2,0,-16,-1,5,-1
CCCCn1c(Cc2ccccc2)n[nH]c1=S,0.99,-0.1,-2,0.82,1,18,28,-4,-4
COC(=O)[C@@H](NC(=O)NC1CCCCC1C)C(C)C (stereo partly drawn),0.98,-0.1,2,1.1,2,-14,-4,2,-3
CCC(C)n1c(SCc2ccccc2)nc2ccsc2c1=O (stereo not drawn),0.98,3.1,-3,0.9,2,10,-7,6,-3
CC1(C)Cc2ccccc2-c2nc(NCCO)n(-c3ccccc3)c(=O)c21,0.87,-3.0,-1,0.94,13,6,-5,-7,0
COc1ccc(C(=O)NNC(=O)c2ccc(C(C)(C)C)cc2)cc1,1,2.5,1,1.5,-1,-50,-7,-12,-3
CCOC(=O)C1CCN(C(=O)CN(c2ccc3c(c2)OCO3)S(C)(=O)=O)CC1,1.1,0.3,2,1.1,-11,-5,-5,11,-4
COc1cc(OC)c(OC)cc1CN1CCN(S(=O)(=O)c2ccc(NC(C)=O)cc2)CC1,1,-1.2,-1,0.98,-2,2,-6,0,-2
SMILES,mIAP activ,MPTP block,beta cell repl,hIAP activ,mIAP inh,hIAP inh,APOBEC3G inh,ATG4B inhibitor,APOBEC3A inh
Cc1ccc(NC(=O)c2ccc(=O)[nH]c2)cc1S(=O)(=O)N1CCCCCC1,1.1,-1.0,1,1.1,-8,-12,-6,-3,1
CCOc1ccc(C(=O)OCC(=O)Nc2nc(OC)cc(OC)n2)cc1OCC,0.92,1.4,-1,0.92,8,8,-4,-13,4
O=C(Nc1ccc2[nH]c(=O)[nH]c2c1)Nc1ccc(F)cc1F,0.96,3.4,-1,1,4,0,-5,-4,-3
CCC1CCCCN1Cc1nc2c(c(=O)n(C)c(=O)n2C)n1CC(C)C (stereo not drawn),1.1,-1.8,-1,0.97,-9,3,-4,9,-2
N=c1c(C(=O)NCC2CCCO2)cc2c(=O)n3ccccc3nc2n1C1CCCC1 (stereo not drawn),1,-2.9,1,1,0,-1,-6,-1,0
O=C(CNC(=O)C1CCCCC1)OCC(=O)c1cccc(Cl)c1,1.2,0.1,-3,0.85,-15,15,-5,-9,-1
CN(CCc1ccccn1)C(=O)CCC1CCCN(C(=O)c2cscn2)C1 (stereo not drawn),0.84,0.1,4,1,16,-2,-5,20,0
c1ccc(Cn2cc(-c3ccccc3)cn2)cc1,0.93,-0.6,1,0.99,7,0,6,9,4
CCOc1ccccc1NC(=O)N1CCC(C(=O)c2ccc(F)cc2)CC1,0.99,1.7,-1,0.97,1,3,-6,4,-2
COc1ccc(C(CNC(=O)c2ccc(OCC3CCCO3)cc2)N2CCOCC2)cc1 (stereo not drawn),1,-1.2,-3,1,-4,0,-2,-11,-1
O=C(/C=C/c1ccccc1)Nc1cccnc1Cl,1,0.8,-4,0.79,-2,21,3,-3,-4
CC(=O)c1ccc(NC(=O)Oc2ccccc2)cc1,1.1,2.7,-1,0.98,-7,2,1,8,8
CCc1ccccc1NC(=O)CCc1c(C)nc(SC)nc1C,1,1.4,-2,0.89,-3,11,-5,-6,13
COCCNC(=O)CC(=O)N/N=C/c1cccc(C(=O)OC)c1,1,0.4,-3,1.1,-2,-14,-13,-9,-6
Cc1nc2ccccc2c(=O)n1NC(=O)c1cc(Br)ccc1Cl,0.93,-0.2,-4,0.91,7,9,-5,3,3
Cc1ccc(C)c(Cn2c(=O)n(CCCC(=O)NCc3ccco3)c(=O)c3sccc32)c1,1,2.0,-4,0.97,-2,3,-2,-11,-1
Cc1ccc(NS(=O)(=O)c2cc(Br)cnc2N)cc1C,1,2.8,-5,1.2,-1,-23,1,1,1
COc1ccc(OC)c(S(=O)(=O)NCc2nc3nc(C)cc(C)n3n2)c1,0.95,0.7,-3,1.3,5,-27,-6,-5,-3
Cc1ccc(Cl)cc1NS(=O)(=O)c1ccc(-n2cccn2)cc1,1.1,1.7,2,1,-5,-4,1,11,0
CC1(C)CC(=O)C=C(c2cccc3c2sc2ccccc23)C1,1,-1.0,-5,1,0,-4,-11,16,-1
O=C(Nc1cccc2cccnc12)c1ccc(Cl)cc1Cl,0.98,1.1,-3,1.1,2,-12,-2,-3,-1
Cc1ccc(-n2c(C)cc(C(=O)CN3C(=O)C(=O)N(C4CCCC4)C3=O)c2C)cc1,0.93,0.3,-7,0.97,7,3,-8,2,3
c1ccc([C@H]2CN3CCSC3=N2)cc1,1,-2.0,2,0.91,-2,9,-6,6,-1
O=C(NCc1ccc2c(c1)OCO2)c1ccc(-n2cnnn2)cc1,1.1,-0.9,-2,1,-13,-4,-5,6,-7
O=C(O)c1cccc(-n2cccc2C=C2C(=O)c3ccccc3C2=O)c1,0.93,-1.4,-2,0.97,7,2,2,28,14

# An excerpt from above in order of their number in APOBEC3G inh, highest first:
mol	APOBEC3G inh
O=C(/C=C/c1ccccc1)Nc1cccnc1Cl	3
Cc1ccc(C)c(Cn2c(=O)n(CCCC(=O)NCc3ccco3)c(=O)c3sccc32)c1	-2
CCOc1ccc(C(=O)OCC(=O)Nc2nc(OC)cc(OC)n2)cc1OCC	-4
